C8 TRAIL sens: viability loss with TRAIL in NB7+C8 cells, primary screen, TRAIL sensitizer project, cell-based, ATPlite luminescence | inhibition (viability loss, TRAIL sensitization), % at 10 µM | 360,000 tested, 1% active | AID 624354, 2012;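 active = compounds causing at least 50% loss of cell viability in the single-dose screen, relative to plate controls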
SRC2 inh: inhibition of GAL4-SRC2 driven luciferase reporter, primary screen, SRC2 inhibitor project, cell-based, luminescence; 370,000 tested, 0.17% active; inhibition, % at 9 µM; Nuclear receptor coactivator 2 (Homo sapiens), Q15596; HEK293 GAL4-SRC2 luciferase reporter; AID 651957, 2012;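 active = inhibition above the mean inhibition of all tested compounds plus 3 SD, set per campaign, cut at about 52% in these data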;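 also: 0% = DMSO treated cells and 100% = cells given Gossypol at 36 µM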
SRC3 inh: SRC3 coactivator transcriptional activity inhibitors, primary screen, cell-based, luminescence | HEK293 GAL4-SRC3 luciferase reporter | Nuclear receptor coactivator 3 (Homo sapiens), Q9Y6Q9 | 360,000 tested, 0.17% active | AID 588352, 2011 | inhibition, % at 3.6 µM;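 active = inhibition above a per-campaign cutoff, the mean of all compounds plus 3 SD, cut at about 60% in these data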;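 also: 0% = DMSO-treated cells and 100% = gossypol-treated cells at 36 µM; higher means less SRC3-driven luciferase light from the GAL4 reporter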
COUP-TFII inh: NR2F2 transcriptional activity inhibitors, primary screen, cell-based, luciferase reporter, HEK293T, luminescence. 370,000 tested, 0.7% active. COUP transcription factor 2 (Homo sapiens), P24468. HEK293T NGFI-A luciferase reporter. inhibition, % at 8.6 µM. AID 686940, 2013;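 active = inhibition above a per-plate cutoff, mean inhibition of test wells between control levels plus 3 SD, cut at about 38% in these data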;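 also: cells cotransfected with COUP-TFII expression vector driving the NGFI-A reporter; 0% = median of COUP-TF2 test wells and 100% = reporter-only cells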
NOD2 RIPK2 PPI: NOD2-RIPK2 binding disruptors in cells, primary screen, fluorescence, CHO cells, BLA complementation; AID 624267, 2012; 360,000 tested, 0.38% active; CCF4 ratio; inhibition, % at 4.98 µM; Receptor-interacting serine/threonine-protein kinase 2 (Homo sapiens), O43353; in the data active = inhibition above about 21%;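 also: 0% = vehicle only and 100% = reference blocker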
TROY signal inh: inhibitors of TROY-driven NF-kB signaling, primary screen, Q293 LMP1-TROYcd cells, NF-kB luciferase, uHTS; inhibition, % at 10 µM; 360,000 tested, 0.98% active; AID 1347056, 2019; Q293 LMP1-TROYcd NF-kB luciferase reporter, 4 h;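 active = compounds whose plate-normalised and pattern-corrected inhibition of the luciferase reporter signal at the single screening dose is 50% or more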
TLR9-MyD88 block: inhibitors of TLR9-MyD88 association in cells, primary screen, cell-based, CHO, BLA complementation, fluorescence; CCF4 FRET ratio; inhibition, % at 4.98 µM; 340,000 tested, 0.21% active;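 active = inhibition above the mean over all tested compounds plus 3 SD, cut at about 21% in these data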;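 also: 0% = DMSO only wells and 100% = clavulanate BLA inhibitor control wells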
Vif inh: HIV Vif self-association inhibitors, primary screen, imaging, HEK293T, single point; HEK293T cells, Vif self-association by quenched fluorescence, 24 h; inhibition, % at 7.49 µM; 340,000 tested, 0.35% active; in the data active = inhibition above about 50%, passing the limit was not always enough; inconclusive = no clear call, values can overlap the other calls; inactive = below about 31%; also: some results filed as inactive read as strong as hits
LRH-1 inv ag: LRH-1 (NR5A2) inverse agonists, primary screen, cell-based, luminescence, HEK293T, StAR-luciferase reporter; Nuclear receptor subfamily 5 group A member 2 (Homo sapiens), O00482; LRH-1 transfected, 24 h; inhibition, % at 3.6 µM; 360,000 tested, 0.13% active; AID 602396, 2012;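 active = inhibition above the mean inhibition of all tested compounds plus 3 SD, cut at about 73% in these data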;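 also: 0% = DMSO wells and 100% = reporter-only cells lacking LRH-1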
SRC1 inh: SRC1 coactivator transcriptional activity inhibitors, primary screen, cell-based, luminescence; HEK293 GAL4-SRC1 luciferase reporter; inhibition, % at 3.6 µM; 360,000 tested, 0.12% active; AID 588354, 2011;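 active = inhibition above the campaign mean plus 3 SD, with each screening campaign given its own cutoff, cut at about 60% in these data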;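 also: 0% = DMSO treated cells and 100% = gossypol at 36 µM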
EBV LMP1 NFkB: EBV LMP1-driven NF-kappaB luciferase reporter inhibitors, primary screen, cell-based, luminescence, single point; LMP1-induced NF-kappaB luciferase reporter cells; inhibition, % at 12.5 µM; 350,000 tested, 0.69% active; AID 504558, 2011; in the data active = inhibition above about 41%; inconclusive = no clear call, values can overlap the other calls;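 also: 0% = neutral control wells and 100% = reference inhibitor control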
* = called active by the depositor; ? = inconclusive; · = no result given.

SMILES | C8 TRAIL sens | SRC2 inh | SRC3 inh | COUP-TFII inh | NOD2 RIPK2 PPI | TROY signal inh | TLR9-MyD88 block | Vif inh | LRH-1 inv ag | SRC1 inh | EBV LMP1 NFkB
Cc1ccc[n+](CC(=O)Nc2cc(C(F)(F)F)ccc2N2CCOCC2)c1 | -8 | 8 | 7 | 6 | -6 | -11 | 4 | -2 | -6 | -15 | 16
Cc1cccc(CC(=O)NCC(=O)NCc2cc(=O)n(C)c(=O)n2C)c1 | -7 | -1 | -10 | -14 | -7 | 3 | 7 | 0 | 9 | 10 | -2
CCCNS(=O)(=O)c1cc(Br)cc2c1N(C(=O)CC)CC2 | -4 | -20 | 8 | -4 | -5 | -21 | 8 | 16 | 2 | -15 | -8
CCCc1cc(=O)oc2cc(OCC(=O)NCC(O)c3ccccc3)ccc12 (centres undefined) | 2 | 17 | 10 | 5 | -13 | -31 | 0 | 1 | 15 | 5 | -4
C#CCNC(=O)C[C@@H]1C[C@@]2(C(=O)OCC)CCCC=C2N(Cc2ccccc2)C1=O | -14 | -7 | · | -11 | -3 | · | · | · | -2 | · | ·
O=C(NCCN1CCOCC1)c1ccc(Cl)cc1[N+](=O)[O-] | -11 | -23 | -12 | 2 | 0 | 6 | 0 | 5 | 9 | -5 | -6
Cc1cnc(C2OCCO2)c2cccc([N+](=O)[O-])c12 | -15 | -11 | -7 | 0 | -2 | 20 | -11 | · | 7 | -2 | -4
O=C(Nc1nccs1)c1cccc(S(=O)(=O)N2CCCCC2)c1 | 25 | 13 | 5 | -6 | 1 | -12 | 2 | -4 | 7 | 9 | -13
O=C(c1cccc(N2C(=O)C3C4C=CC(C4)C3C2=O)c1)N1CCN(c2ccc(F)cc2)CC1 (centres undefined) | 35 | 13 | 18 | -2 | 8 | 1 | -3 | -6 | 10 | -9 | 2
NNc1nc(-c2ccccc2Cl)nc2sc3c(c12)CCCC3 | 49 | -15 | -43 | -56 | -3 | -4 | 7 | 2 | -73 | -55 | 13
CC1=CS/C(=C(/C#N)C(=O)NCc2ccco2)N1c1ccccc1 | 5 | 22 | 11 | 12 | -1 | 31 | -8 | 14 | -17 | 1 | 24
O=C1CC(c2ccco2)CC(O)=C1C=Nc1cc(Cl)ccc1Cl (centres undefined) | -7 | -8 | 13 | -21 | -13 | 8 | 0 | -5 | -5 | -70 | 5
O=C(NCc1cc(Cl)cc(Cl)c1)c1csc(COCCO)n1 | -3 | 6 | -12 | -3 | -4 | -3 | · | -8 | -8 | 9 | ·
Cn1c(=O)n(C)c2cc(NC(=O)COc3ccccc3)ccc21 | 2 | 13 | -6 | -28 | -6 | -1 | 7 | 8 | 7 | 1 | -4
CCO[C@@H]1OC(C(=O)NCc2ccccc2)=C[C@H](C2CC2)[C@H]1CCCO | -2 | -18 | 3 | 21 | -25 | 4 | -1 | 3 | -32 | -19 | -5
Cn1cc(CN2CCCCC2c2ccccn2)c(-c2ccc3c(c2)OCCO3)n1 (centres undefined) | -3 | -20 | -9 | -3 | 1 | 0 | 5 | 0 | 18 | 10 | 5
FC(F)(F)c1ccc(Oc2ccc(Cl)cc2Br)nc1 | 3 | -9 | 9 | -3 | -8 | -12 | -8 | 3 | 1 | -5 | 1
O=C(O)C1C2C=CC(C2)C1C(=O)NCc1ccc(Cl)cc1Cl (centres undefined) | 8 | -1 | -13 | -3 | 0 | 12 | -8 | 4 | 10 | 21 | 0
Cn1cnc(S(=O)(=O)NCc2cccs2)c1 | -3 | -13 | 5 | -6 | -9 | 5 | -4 | 7 | -2 | 4 | -3
Cc1nc2nc(SCC(=O)NCCCN3CCCCCC3)nn2c(C)c1Cc1ccccc1 | -2 | -19 | 8 | 7 | -2 | 17 | -5 | -9 | 5 | -5 | 0
N#CCCN(C(=O)COC(=O)CNC(=O)C12CC3CC(CC(C3)C1)C2)c1ccccc1 | 4 | 16 | -9 | 8 | 1 | -8 | 2 | 9 | 8 | -15 | -1
Cc1cc(C)cc(N/C(N)=N/c2nc(C)cc(C)n2)c1 | 8 | 4 | 21 | 29 | -15 | 28 | -1 | -1 | 16 | 16 | 2
CCOc1ccc(OCC)c(NC(=O)CN(c2ccc(OC)cc2)S(=O)(=O)c2c(C)noc2C)c1 | 3 | -24 | -23 | 5 | 5 | -22 | 3 | 0 | 1 | 0 | 2
CCOC(=O)[C@@H]1[C@H]2COc3ccccc3[C@@H]2N2C(=O)N(c3ccc(Br)cc3)C(=O)[C@@]12C | -1 | -5 | -13 | 16 | 1 | 7 | · | · | -4 | 10 | ·
CCn1c(SCC(=O)Nc2nc(C)cs2)nnc1C(NC(=O)c1ccccc1Cl)C(C)C (centres undefined) | -12 | -16 | 26 | -4 | -12 | -2 | 1 | -12 | 12 | 9 | 0
SMILES | C8 TRAIL sens | SRC2 inh | SRC3 inh | COUP-TFII inh | NOD2 RIPK2 PPI | TROY signal inh | TLR9-MyD88 block | Vif inh | LRH-1 inv ag | SRC1 inh | EBV LMP1 NFkB
CCN1C(=O)N[C@@H](c2cccs2)C(C(C)=O)=C1C | -14 | 7 | 0 | -5 | -11 | 1 | 1 | -4 | 18 | -2 | -5
CC1CN(C(=O)c2ccccc2NS(=O)(=O)c2cccc([N+](=O)[O-])c2)CC(C)O1 (centres undefined) | -5 | -18 | 8 | -6 | -6 | 9 | 1 | 1 | 11 | -8 | 1
Cc1ccc(OC(=O)CCC(=O)OCCCC(F)(F)C(F)(F)F)cc1 | -1 | -16 | 9 | 1 | -4 | -1 | 8 | ? | 12 | 13 | -5
COc1ccccc1N(CC(=O)Nc1cccnc1)S(C)(=O)=O | -3 | -7 | 6 | 5 | 9 | -11 | -1 | · | 0 | -5 | 4
CNc1nc(SCC(=O)Nc2ccc(Cl)c(Cl)c2)nc(N2CCOCC2)n1 | -1 | 9 | 15 | 12 | -1 | 7 | 2 | -4 | 5 | -15 | 10
Cc1cc(OCC(=O)NNC(=O)c2cccs2)ccc1Br | -14 | 18 | 1 | 11 | 0 | 2 | 0 | 14 | -14 | -6 | 2
CCC1S/C(=N/N=C/c2cccs2)NC1=O (centres undefined) | 4 | -14 | -2 | -21 | -2 | -11 | -4 | -2 | 12 | -19 | -7
CCOc1ccc(-c2[nH]ncc2-c2ccc(OC)c(OC)c2)c(O)c1 | 20 | 1 | -48 | 22 | 1 | 29 | 13 | -7 | 29 | 15 | 0
CC1(C(=O)NS(=O)(=O)c2cccc(Cl)c2)CCN1C(=O)C1(c2ccccc2)CC1 (centres undefined) | -6 | -15 | -11 | -7 | -6 | 0 | · | 8 | 5 | -8 | ·
COc1ccc(S(=O)(=O)N2CCCC(C(=O)N3CCCC3)C2)cc1OC (centres undefined) | -7 | -8 | 5 | -9 | -11 | 5 | -4 | -5 | 1 | 7 | 6
COc1ccc(/C=C(\C#N)C(=O)NCC2CCCO2)cc1OC (centres undefined) | -1 | -32 | -1 | -9 | -2 | -8 | 3 | 0 | -13 | -13 | 8
O=C(c1ccc2c(c1)OCCO2)N1CCN(S(=O)(=O)c2c(F)cccc2F)CC1 | -4 | 12 | 7 | 0 | 8 | -9 | 15 | -2 | 22 | 0 | 5
CC1CN(C(C)C)C(=S)N(c2ccccc2)C1=O (centres undefined) | -2 | -2 | 0 | 1 | -5 | 1 | 1 | -4 | 3 | 4 | -12
CCOC(=O)C(Cc1c(F)cccc1F)(NC(C)=O)C(=O)OCC | -1 | 6 | 2 | 11 | -8 | -11 | -4 | 6 | 8 | -1 | -4
COC(=O)c1c(-c2ccc(S(C)(=O)=O)cc2)sc2ccc(OC)cc12 | 5 | -75 | -89 | -29 | -1 | -52 | -2 | -7 | -80 | -102 | -40
CCc1ccc(-c2nc(CCl)cs2)cc1 | 15 | -33 | -47 | -32 | 1 | -67 | 2 | 100* | -128 | -71 | 2
COc1ccc(-c2cc3nc(NCCCN(C)C)n(C)c(=O)c3s2)c(C)c1 | -15 | -2 | -6 | 21 | 3 | 1 | · | 5 | 3 | 3 | ·
CCOc1ccc(C(=O)NCC(=O)NCC2CCCCC2)cc1OCC | -17 | -1 | -27 | -5 | 1 | 4 | -8 | -9 | 2 | -40 | 2
CCOC(=O)C1=CN(Cc2ccc(Br)cc2)S(=O)(=O)N(C)C1C (centres undefined) | -8 | -29 | 1 | -24 | 4 | 0 | -12 | 6 | -15 | -6 | -7
CCOc1ccc(CCNC(=O)C2CC(=O)N(CCc3ccccc3)C2)cc1OCC (centres undefined) | 9 | -7 | 8 | 4 | -15 | -7 | -7 | -1 | -9 | 9 | 0
COCC(C)n1c(C)cc(C(=O)COc2ccc(N(C)S(=O)(=O)c3ccc(NC(C)=O)cc3)cc2)c1C (centres undefined) | -6 | 10 | 17 | 10 | 7 | 0 | -2 | -8 | -15 | 0 | 3
CCOC(=O)c1c(C)[nH]c(C)c1C(=O)CSc1nc(N)cc(N)n1 | 3 | -4 | -12 | -1 | -7 | 5 | -2 | 2 | -11 | 6 | 5
CCOc1cc2c(cc1OCC)C(c1ccc(C(=O)O)cc1)NCC2 (centres undefined) | -14 | 0 | 3 | 11 | -2 | 10 | 2 | 2 | 11 | 3 | 5
COc1ccc(CCNC(=O)CSc2ccsc2[N+](=O)[O-])c(OC)c1 | -4 | 9 | -8 | 4 | -6 | -21 | 9 | -2 | -17 | -10 | 2
Cc1cccc(C)c1N1C(=O)[C@@H]2C(c3ccccc3Cl)=NO[C@@H]2C1=O | 0 | 4 | -10 | -8 | 6 | -12 | 3 | -4 | -5 | -3 | 2
CC(C)Cn1c(N)c(C(=O)COC(=O)CN2C(=O)C3CC=CCC3C2=O)c(=O)n(C)c1=O (centres undefined) | 13 | 27 | 13 | 20 | -11 | 27 | 1 | 0 | 10 | -22 | 8
O=C(CN1C(=O)c2ccccc2S1(=O)=O)c1ccc(Cl)cc1Cl | 67* | 87* | 62* | 91* | -4 | 87* | -2 | 0 | 59 | 55 | 79*
COc1ccc(-c2noc(-c3ccccc3C(=O)Nc3cccc(OC)c3)n2)cc1 | 11 | -23 | -13 | -13 | -4 | 7 | -6 | -4 | 2 | -27 | 3
COc1ccc(-c2[nH]ncc2CN(CCO)Cc2cccs2)c(F)c1 | -19 | 22 | 5 | 13 | -2 | 22 | 2 | -5 | -3 | -15 | -3
CCOC(=O)C1(C)CCCN1C(=O)c1ccc(OC)c(OC)c1 (centres undefined) | -7 | -12 | 13 | 4 | 5 | -5 | · | 3 | 2 | -5 | ·

Bioassay records deposited in PubChem BioAssay by several laboratories.

Some of the compounds tested; rates above refer to the full screens.
